Y pestis TopoI: Y. pestis Topo-I inhibition via cleavage products; Y. pestis Topo-I cleavage product accumulation, plate reader; activity, % at 10 µM; 360,000 tested, 0.064% active; in the data active = activity above about 50%, passing the limit was not always enough; note: inactives centre near 2
VHR inh abs: DUSP3 (human) phosphatase inhibition. AID 1654. inhibition, % at 13.3 µM. P51452. 290,000 tested, 0.52% active. recombinant VHR phosphatase, pNPP absorbance; in the data active = inhibition above about 50%; note: some compounds called inactive have numbers as strong as hits
Target sequence (P51452 whole entry, looked up): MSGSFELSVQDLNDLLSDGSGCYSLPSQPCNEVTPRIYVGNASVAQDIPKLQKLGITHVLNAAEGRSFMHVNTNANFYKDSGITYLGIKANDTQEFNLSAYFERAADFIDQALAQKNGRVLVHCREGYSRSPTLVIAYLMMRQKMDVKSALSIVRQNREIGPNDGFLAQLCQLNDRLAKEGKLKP
TcdB inh: TcdB glycohydrolase inhibition; AID 652162; P18177; 350,000 tested, 0.24% active; inhibition, % at 9.99 µM; TcdB glycohydrolase enzymatic assay, plate reader; in the data active = inhibition above about 10%
SARS 3CLpro inh: SARS-CoV 3CLpro protease inhibition; P0C6X7; recombinant SARS-CoV 3CLpro, quenched FRET peptide cleavage; inhibition, % at 6 µM; 290,000 tested, 0.14% active; in the data active = inhibition above about 12%
MazEF act: MazEF (E. coli) toxin RNase activation; P0AE70; FAM/BHQ RNA-DNA oligo cleavage fluorescence, 5 h; activation, % at 20 µM; 350,000 tested, 0.32% active; AID 504720; in the data active = activation above about 50%
Target sequence (P0AE70 whole entry, looked up): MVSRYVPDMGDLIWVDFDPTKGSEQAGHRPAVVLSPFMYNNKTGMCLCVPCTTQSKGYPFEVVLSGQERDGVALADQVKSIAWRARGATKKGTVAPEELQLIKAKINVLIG
PriA SSB inh: K. pneumoniae PriA-SSBct interaction inhibition; AlphaScreen SSBct-PriA binding, biotinylated peptide; inhibition, % at 33 µM; 430,000 tested, 0.6% active; AID 1272365; in the data active = inhibition mostly above about 37%, no sharp cut-off; inactive = mostly below about 20%;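 note: plate controls were negative control peptide for no effect and reference peptide for full effect; strong numbers were not always called active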
Rv3671c protease: inhibitors of M. tuberculosis serine protease Rv3671c | AID 2606 | inhibition, % at 5.96 µM | 320,000 tested, 0.048% active; in the data active = inhibition above about 38%;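 note: extracellular domain of Rv3671c used as enzyme; 0% = enzyme with DMSO and 100% = no enzyme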
Target sequence (P9WHR9 whole entry, looked up, the tested form may be a part): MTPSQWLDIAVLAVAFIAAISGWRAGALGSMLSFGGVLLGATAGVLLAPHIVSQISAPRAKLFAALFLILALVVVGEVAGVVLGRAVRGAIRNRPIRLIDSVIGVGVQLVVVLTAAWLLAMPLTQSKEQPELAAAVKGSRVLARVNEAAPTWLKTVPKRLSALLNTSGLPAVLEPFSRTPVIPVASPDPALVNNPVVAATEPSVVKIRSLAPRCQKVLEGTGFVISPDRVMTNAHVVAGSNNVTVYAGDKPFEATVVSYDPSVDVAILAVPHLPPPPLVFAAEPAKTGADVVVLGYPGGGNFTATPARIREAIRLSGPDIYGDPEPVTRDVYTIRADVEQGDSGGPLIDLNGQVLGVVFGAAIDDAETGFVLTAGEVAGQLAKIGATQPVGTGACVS
PrPC TRFRET: reduces human prion protein on the cell surface | cell surface PrPC, TR-FRET read-out | P04156 | AID 720596 | 370,000 tested, 0.43% active | inhibition, % at 13.8 µM; in the data active = inhibition above about 24%; note: 0% = median of the test wells and 100% = reference compound wells
Vc quorum ag: quorum light induction in luxS cqsA deficient V. cholerae; activation, % at 18.7 µM; 350,000 tested, 0.16% active; AID 588436; V. cholerae BH1578 lux reporter, luminescence, 6 h; in the data active = activation mostly above about 9.7%, no sharp cut-off; note: not every result past the cut was called active; inactives centre near 0; reference of the scale not given here
CCHFV vOTU inh: blocks the CCHF virus ovarian tumor domain protease; 370,000 tested, 0.55% active; CCHFV vOTU protease, Pep-AMC fluorescence; inhibition, % at 11.5 µM; in the data active = inhibition above about 30%; note: 0% = vehicle wells with enzyme and 100% = no enzyme wells
An asterisk follows results filed as active; i = inactive; · = not tested or not shown; & = joins results of further samples.

Preview:
canonical_smiles	Y pestis TopoI	VHR inh abs	TcdB inh	SARS 3CLpro inh	MazEF act	PriA SSB inh	Rv3671c protease	PrPC TRFRET	Vc quorum ag	CCHFV vOTU inh
CCCOc1ccc(Cc2c(COCC)[nH]c(=S)[nH]c2=O)cc1	2	-26	0.9	3	3	-14	·	8	-0.9	-4
Clc1ccc(CSc2nnc(Cn3cnc4ccccc43)o2)cc1	-1	27	·	5	-6	-1	-3	12	-0.2	15
COc1ccccc1CC(=O)Nc1sc2c(c1C(N)=O)CCCC2	9	36	0.9	-5	-27	-3	-11	-5	i	10
CCOC(=O)C1(Cc2ccccc2C)CCCN(C(=O)c2ccccn2)C1 (stereo unspecified)	-10	-14	1.4	2	-3	1	-8	4	i	8
COc1ccc(CCn2c(O)cc3nn(-c4nc5ccccc5s4)c(=O)c-3c2C)cc1	-18	31	0.8	2	-7	-4	7	0	-0.8	3
COc1ccccc1N1CCN(c2ncc(C(=O)N3CCN(c4cccc(Cl)c4)CC3)c3ccccc23)CC1	12	8	1.2	1	-8	-26	6	5	-0.2	1
Cc1cccc(NC(=S)N2CCN(C(=O)C3CCCO3)CC2)c1 (stereo unspecified)	2	10	0.9	3	4	-14	3	-5	-0.4	-1
Cc1ccc(/C=C2\SC(=S)N(/N=C/c3cc([N+](=O)[O-])ccc3O)C2=O)o1	-27	16	·	7	-8	·	18	·	0.4	·
OCCN(CCO)c1ccc(C(c2ccccc2Cl)c2ccc(N(CCO)CCO)cc2Cl)c(Cl)c1	3	-13	·	3	-2	31	19	·	i	·
C[C@@H]1CCCCO[C@@H](CN(C)C(=O)Cc2ccccc2)[C@@H](C)CN([C@H](C)CO)C(=O)c2cc(NC(=O)C3CCCCC3)ccc2O1	46	·	3.0	·	6	·	·	-3	-2.4	2
CN1c2ccccc2Oc2nnc(N3CCN(Cc4ccccc4)CC3)cc21	6	22	-0.7	-5	-3	-14	4	-5	-0.1	-73
COC(=O)C1=C(c2ccc(Cl)c(C(F)(F)F)c2)C[C@@H]2CC[C@H]1N2C(=O)NCCNC(C)=O	12	·	2.0	·	1	-28	1	-2	i	1
Cc1ccc(S(=O)(=O)CC(=O)Nc2ccc3nc(C)sc3c2)cc1	-4	8	0.7	0	7	-2	-12	-4	i	-1
O=C(CNS(=O)(=O)c1ccc(Cl)cc1)N1CCN(c2ccc(F)cc2)CC1	23	·	-0.8	·	-10	-8	4	9	i	7

All compounds of this part, from the first entry:
canonical_smiles	Y pestis TopoI	VHR inh abs	TcdB inh	SARS 3CLpro inh	MazEF act	PriA SSB inh	Rv3671c protease	PrPC TRFRET	Vc quorum ag	CCHFV vOTU inh
CCCOc1ccc(Cc2c(COCC)[nH]c(=S)[nH]c2=O)cc1	2	-26	0.9	3	3	-14	·	8	-0.9	-4
Clc1ccc(CSc2nnc(Cn3cnc4ccccc43)o2)cc1	-1	27	·	5	-6	-1	-3	12	-0.2	15
COc1ccccc1CC(=O)Nc1sc2c(c1C(N)=O)CCCC2	9	36	0.9	-5	-27	-3	-11	-5	i	10
CCOC(=O)C1(Cc2ccccc2C)CCCN(C(=O)c2ccccn2)C1 (stereo unspecified)	-10	-14	1.4	2	-3	1	-8	4	i	8
COc1ccc(CCn2c(O)cc3nn(-c4nc5ccccc5s4)c(=O)c-3c2C)cc1	-18	31	0.8	2	-7	-4	7	0	-0.8	3
COc1ccccc1N1CCN(c2ncc(C(=O)N3CCN(c4cccc(Cl)c4)CC3)c3ccccc23)CC1	12	8	1.2	1	-8	-26	6	5	-0.2	1
Cc1cccc(NC(=S)N2CCN(C(=O)C3CCCO3)CC2)c1 (stereo unspecified)	2	10	0.9	3	4	-14	3	-5	-0.4	-1
Cc1ccc(/C=C2\SC(=S)N(/N=C/c3cc([N+](=O)[O-])ccc3O)C2=O)o1	-27	16	·	7	-8	·	18	·	0.4	·
OCCN(CCO)c1ccc(C(c2ccccc2Cl)c2ccc(N(CCO)CCO)cc2Cl)c(Cl)c1	3	-13	·	3	-2	31	19	·	i	·
C[C@@H]1CCCCO[C@@H](CN(C)C(=O)Cc2ccccc2)[C@@H](C)CN([C@H](C)CO)C(=O)c2cc(NC(=O)C3CCCCC3)ccc2O1	46	·	3.0	·	6	·	·	-3	-2.4	2
CN1c2ccccc2Oc2nnc(N3CCN(Cc4ccccc4)CC3)cc21	6	22	-0.7	-5	-3	-14	4	-5	-0.1	-73
COC(=O)C1=C(c2ccc(Cl)c(C(F)(F)F)c2)C[C@@H]2CC[C@H]1N2C(=O)NCCNC(C)=O	12	·	2.0	·	1	-28	1	-2	i	1
Cc1ccc(S(=O)(=O)CC(=O)Nc2ccc3nc(C)sc3c2)cc1	-4	8	0.7	0	7	-2	-12	-4	i	-1
O=C(CNS(=O)(=O)c1ccc(Cl)cc1)N1CCN(c2ccc(F)cc2)CC1	23	·	-0.8	·	-10	-8	4	9	i	7
C=CCn1c(O)c(N=Nc2ccccc2C)c2ccccc21	·	2	0.3	-2	-358	-24	1	-6	·	-16
O=C1CN=C(c2cccs2)c2c(sc3c2CCCC3)N1	4	23	·	-6	0	5	4	5	i	7
Cc1ccc(-c2noc(CCC(=O)Nc3cccc(C#N)c3)n2)cc1	-2	7	·	1	11	-42	-7	12	0.6	0
COC(=O)C1=C(COc2ccccc2)NC(=O)NC1c1ccc2ccccc2c1 (stereo unspecified)	·	·	1.3	·	1	-3	-10	5	·	1
Cc1ccc(-c2csc(NC(=O)CCNC(=O)c3ccc(Cl)cc3)n2)cc1	3	3	1.0	-2	-27	-4	-23	6	-1.5	-4
COCCn1c(=NC(=O)c2sc3ccccc3c2Cl)sc2cc(S(N)(=O)=O)ccc21	9	11	1.2	3	-15	-10&1	-39	4	-1.6	5
CS(=O)(=O)N(Cc1ccccc1Cl)c1ccc(C(=O)N2CCCC2)cc1	3	20	0.1	1	5	-11	8	6	-0.3	-7
O=C(c1ccc(Cl)cc1)N1CCOc2ccccc21	-4	10	0.3	7	-15	-12	·	0	-0.9	9
CCc1nc2c(OCc3ccc(Cl)cc3Cl)cccn2c1N(C)C(=O)c1ccccc1F	32	·	-0.4	·	·	·	·	8	-0.8	1
CC(C)(C)c1cc(C(F)(F)F)n2ncc(-c3ccccc3)c2n1	1	-1	-2.0	0	13	-4	-17	13	0.0	-3
O=C(NCc1cccc(Cl)c1)c1ccc(-c2csnn2)cc1	-5	32	-0.6	0	1	-3	-6	2	-0.2	8
CCOc1ccccc1C(=O)N(C)Cc1cc2ccccc2[nH]c1=O	-1	11	·	-2	-2	0	6	-5	0.3	7
O=C(Nc1csc(Cc2c(Cl)cccc2Cl)n1)NN1CCOCC1	15	7	2.0	2	7	4	-8	-2	i	-3
Nc1cccc2c1C(=O)N(C(=O)/C=C/c1ccc(F)cc1)C2=O	19	29	0.3	4	-25	-2	5	-9	1.3	-9
Cc1nc(SCC(=O)N(C)C2CCS(=O)(=O)C2)c(C#N)c(C)c1C (stereo unspecified)	4	·	1.6	·	3	-3	0	-2	i	1
COc1ccc(NC2c3ncccc3C(=O)N2Cc2ccccc2)c(OC)c1 (stereo unspecified)	3	13	·	0	0	23	5	-2	i	-5
O=C(COC(=O)c1cc(-c2ccccc2)nc2ccccc12)NC1CC1	7	·	0.8	·	-1	2	-5	-4	0.0	-3
CC(C)NC(=O)NC(=O)COC(=O)c1cccc(S(=O)(=O)N2CCCCC2)c1	20	-4	·	8	6	3	-7	9	-0.1	7
Cc1ccc(OCCC(=O)Nc2ccc(C)c(S(=O)(=O)N3CCOCC3)c2)cc1	19	·	2.1	·	2	-2	-3	12	i	17
O=C(OCCC12CC3CC(CC(C3)C1)C2)c1ccc(NCc2cc(O)ccc2O)cc1	-5	·	-1.8	·	-27	4	·	28*	i	10
CC(=O)NCCOc1ccc2oc3ccccc3c2c1	2	-3	·	-4	-1	-15	0	-5	i	6
Cc1ccc(F)c(S(=O)(=O)NC(=O)C2(C)CCN2C(=O)CCc2ccccc2)c1 (stereo unspecified)	-7	·	-1.6	·	·	·	·	9	i	15
O=C(COC(=O)[C@H](Cc1c[nH]c2ccccc12)NC(=O)c1ccc(Cl)cc1)Nc1ccc2c(c1)OCO2	-10	0	·	1	10	26	-18	-2	1.8	7
O=C(c1cc2ccccc2oc1=O)N(Cc1cccs1)CC1CCCO1 (stereo unspecified)	2	23	1.5	0	3	-13	2	6	i	4
Cc1nn(C)c(Oc2ccccc2)c1CCNC(=O)CC(C)C	0	29	-2.2	3	6	-11	-17	12	-0.3	-2
COC(=O)CN1C(=O)C(O)=C(C(C)=O)C1c1ccc([N+](=O)[O-])cc1 (stereo unspecified)	7	6	·	5	-3	-3	3	-1	-1.2	17
COc1ccc(CNC(=O)c2c(N)n(CCCN3CCOCC3)c3nc4ccccc4nc23)cc1	24	16	·	0	-11	-47	4	-1	-0.4	-42
O=C(COc1ccc2c(c1)CCC2)NCc1cccc(Cl)c1	13	9	·	1	-2	-22	-15	7	0.2	3
CCCCn1c(N)c(N(CC(C)C)C(=O)c2cc(-c3ccc(F)cc3)nc3ccccc23)c(=O)[nH]c1=O	-6	·	-1.7	·	-7	-12	-4	-2	i	6
COC(=O)CCS(=O)(=O)c1cc(Cl)ccc1Cl	4	-10	·	0	4	-21	0	-3	-0.4	-8
COc1ccc(-c2cc3nc(NCCCN(C)C)n(C)c(=O)c3s2)cc1OC	-3	·	1.3	·	·	·	·	-22	-0.7	-34
Nc1ccccc1SCc1cn2ccccc2n1	6	-5	0.4	2	2	-3	-1	-3	-0.2	4
COc1ccc2c(c1)c(C(=O)CN1CCC3(CC1)OCCO3)c(C)n2C	4	17	·	3	5	9	1	3	i	-7
CCOC(=O)c1cccc(NC(=O)N[C@@H](C)C(=O)OC)c1	3	14	·	-4	4	-9	9	-3	i	13
COc1cccc2cc(-c3nc(-c4cccs4)cs3)c(=O)oc12	4	0	·	5	99*	-35	-22	0	-7.1	15
N#C/C(=C(/O)c1ccc([N+](=O)[O-])o1)c1nc2ccccc2[nH]1	1	3	0.3	3	141*	0	4	3	35*	-3

The list continues:
canonical_smiles	Y pestis TopoI	VHR inh abs	TcdB inh	SARS 3CLpro inh	MazEF act	PriA SSB inh	Rv3671c protease	PrPC TRFRET	Vc quorum ag	CCHFV vOTU inh
CCOCCCNCC(=O)Nc1ccc(OC(F)(F)F)cc1	0	-10	·	-2	11	5	-2	-4	-7.7	6
COc1ccc(NC(=O)CS(=O)(=O)c2cccc(Cl)c2)cc1	0	38	0.1	-2	9	1	-18	-1	i	-20
Cc1cccc(C)c1NC(=O)COC(=O)c1nonc1N	-9	24	·	-5	5	-13	5	4	·	-9
COC(=O)c1ccc(C)c(NC(=O)COC(=O)C2CC3CCCC(C2)C3=O)c1 (stereo unspecified)	3	·	0.8	·	-4	-12	2	2	-1.4	0
Cc1csc(NC(=O)CSc2nc(C(C)C)nc3ccccc23)n1	-4	11	1.7	-3	-4	0	-3	84*	-0.3	7
COC(=O)Cc1c(C)c2ccc(O)c(CN3CCCC(C)C3)c2oc1=O (stereo unspecified)	-3	0	·	-6	-6	-16	1	9	-0.1	-214
O=C(Cn1cc([N+](=O)[O-])cn1)NCc1ccccc1Cl	3	·	-0.5	·	0	0	3	-7	-5.3	3
O=C(Nc1scc(-c2ccccc2)c1C(=O)O)c1ccc(F)cc1	6	-4	2.0	6	7	-7	1	8	-0.4	2
OCC1(Cc2ccc(F)cc2)CCCN(CCCC(F)(F)F)C1 (stereo unspecified)	2	24	1.0	8	-18	-6	4	5	-2.0	0
O=C(Nc1ccc(S(=O)(=O)N2CCCC2)cc1)c1ccc(Br)o1	4	16	1.7	-2	4	-12	-11	3	-16	-8

Bioassay records: PubChem, several laboratories

A portion of the library, so the mix of outcomes need not match the whole.
